Screening results: PubChem, several laboratories
PPARg SRC3 recr = agonists of human PPARgamma SRC-3 coactivator recruitment; activation, % at 8 µM; biochemical PPARgamma/SRC-3 coactivator recruitment assay; hit rate 0.26% among 200,000; P37231; in the data active = activation above about 23%;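 also: 0% = DMSO and 100% = reference agonist; some compounds past the cut are filed as inactive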
Target sequence (P37231 whole entry, looked up): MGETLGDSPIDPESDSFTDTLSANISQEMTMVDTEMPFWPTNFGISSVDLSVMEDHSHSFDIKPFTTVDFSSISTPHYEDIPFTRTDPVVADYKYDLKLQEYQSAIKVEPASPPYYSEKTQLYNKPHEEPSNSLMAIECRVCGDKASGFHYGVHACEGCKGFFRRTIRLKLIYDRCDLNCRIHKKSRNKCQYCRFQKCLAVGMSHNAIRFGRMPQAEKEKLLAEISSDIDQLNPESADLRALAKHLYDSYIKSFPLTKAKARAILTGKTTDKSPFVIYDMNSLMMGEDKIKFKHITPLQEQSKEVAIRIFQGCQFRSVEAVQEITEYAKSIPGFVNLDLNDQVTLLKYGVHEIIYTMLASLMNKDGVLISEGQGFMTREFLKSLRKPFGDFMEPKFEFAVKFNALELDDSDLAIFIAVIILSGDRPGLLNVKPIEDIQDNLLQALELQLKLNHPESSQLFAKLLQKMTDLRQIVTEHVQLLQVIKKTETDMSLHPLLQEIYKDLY
PPARg SRC-1 ag = agonists of human PPARgamma SRC-1 coactivator recruitment; P37231; PPARgamma-SRC-1 coactivator recruitment biochemical assay; activation, % at 8 µM; hit rate 0.41% among 200,000; in the data active = activation above about 19%;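 also: 0% = DMSO and 100% = reference agonist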
bIAP inh = blocks bovine intestinal alkaline phosphatase activity. purified bovine IAP, CDP-star luminescence, 30 min. 190,000 tested, under 10 active. inhibition, % at 20 µM;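 active = over 50% inhibition of intestinal alkaline phosphatase at 20 µM in the single-dose screen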
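Assay system: bovine IAP enzyme; medium: DEA buffer 100 mM, pH 9.8, with MgCl2 1.0 mM, ZnCl2 0.02 mM; doses: 20 µM single dose; incubation: enzyme reaction for 30 min at room temperature; detection: CDP-star luminescence signal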
TNAP inh no acc = TNAP (human) inhibition, acceptor-free conditions; P05186; purified TNAP, CDP-star luminescence, 30 min; inhibition, % at 20 µM; hit rate 0.26% among 200,000;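 active = tissue-nonspecific alkaline phosphatase inhibition above about 50% at 20 µM in the single-dose screen, limit read from the data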;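 also: 0% = DMSO negative control and 100% = EDTA positive control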
Target sequence (P05186 whole entry, looked up): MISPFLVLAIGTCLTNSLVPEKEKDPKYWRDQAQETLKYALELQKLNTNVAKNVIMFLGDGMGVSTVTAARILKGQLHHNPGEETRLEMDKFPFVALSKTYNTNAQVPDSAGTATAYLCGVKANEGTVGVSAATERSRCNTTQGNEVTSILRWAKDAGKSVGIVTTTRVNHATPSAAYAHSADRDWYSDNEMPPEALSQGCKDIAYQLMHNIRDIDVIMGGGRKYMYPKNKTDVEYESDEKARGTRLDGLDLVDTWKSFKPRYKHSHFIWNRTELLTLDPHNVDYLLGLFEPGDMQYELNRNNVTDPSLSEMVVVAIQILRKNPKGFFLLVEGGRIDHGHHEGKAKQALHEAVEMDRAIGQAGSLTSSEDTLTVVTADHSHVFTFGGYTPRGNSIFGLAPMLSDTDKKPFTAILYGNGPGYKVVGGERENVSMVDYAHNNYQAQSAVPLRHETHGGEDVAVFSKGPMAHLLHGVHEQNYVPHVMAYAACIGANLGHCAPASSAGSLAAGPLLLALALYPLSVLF
PPARg SRC2 recr = agonists of SRC-2 recruitment by human PPARgamma. PPARgamma LBD-SRC-2 recruitment, biochemical. hit rate 0.34% among 200,000. activation, % at 8 µM. P37231; in the data active = activation above about 22%;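 also: 0% = vehicle and 100% = reference agonist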
Efa HMGR inh = E. faecalis class II HMG-CoA reductase inhibition; inhibition, % at 10 µM; purified E. faecalis HMGR, NADPH absorbance 340 nm kinetic; hit rate 0.41% among 190,000;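 active = inhibition above a set limit, the median over all tested compounds plus 3 SD, cut at about 9.5% in these data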;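 also: enzyme runs in reverse so mevalonate oxidation gives rising NADPH absorbance; 0% = complete reaction with DMSO and 100% = background rate lacking mevalonate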
TNAP inh hiacc = blocks human TNAP under high phosphate acceptor concentration | P05186 | purified TNAP, CDP-star luminescence, 1 M DEA | inhibition, % at 20 µM | hit rate 0.03% among 200,000;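 active = over 50% inhibition of tissue-nonspecific alkaline phosphatase at 20 µM in the single-dose screen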;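 also: plate controls were DMSO wells for no effect and EDTA-quenched wells as full inhibition for full effect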
bIAP act = intestinal alkaline phosphatase (bovine) activation. purified bovine IAP, CDP-star luminescence, 30 min; active compounds read high; fold of DMSO-control signal, blank-subtracted. activation factor at 20 µM. hit rate 0.17% among 200,000. AID 1016;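 active = activation factor of 2 or more at 20 µM, a signal rise over negative controls twice the positive control's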
TNAP act hiacc = increases human TNAP activity under high phosphate acceptor concentration; P05186; purified TNAP, CDP-star luminescence, 1 M DEA, 30 min; active compounds read high; 0 = EDTA background, 1 = DMSO-only activity; activation factor at 20 µM; 200,000 tested, under 10 active;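 active = activation factor at least 2 at 20 µM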
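Measured by: Luminescent substrate turnover signal | Test system: Human TNAP | Input: TNAP 1/800 final | Dosing: 20 µM single point | Schedule: 30 min, room temperature | Controls: EDTA wells as negative control, DMSO wells as positive control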
TR-FRET SRC-2 ct = flags TR-FRET format artefacts in PPARgamma SRC-2 recruitment agonist screen | TR-FRET artefact counter-screen; active compounds read high | hit rate 0.4% among 200,000 | TR-FRET ratio at 8 µM; in the data active = TR-FRET ratio above about 2000; also: inactives centre near 1500
An asterisk follows results filed as active; x = not tested or not shown. An excerpt; rates above refer to the full screens.

Sample of the layout, five compounds:
Short keys: A = PPARg SRC3 recr; B = PPARg SRC-1 ag; C = bIAP inh; D = TNAP inh no acc; E = PPARg SRC2 recr; F = Efa HMGR inh; G = TNAP inh hiacc; H = bIAP act; I = TNAP act hiacc; J = TR-FRET SRC-2 ct
CCOC(=O)C1=C(N)OC2=C(C(=O)CC(C)(C)C2)C12C(=O)Nc1ccccc12 (stereo unspecified)
  A = 9	B = 0	C = -2	D = -7	E = -3	F = 1	G = 2	H = 1	I = 1	J = 1503
CN(C)C(=O)Oc1cc(=O)n2c3c(cccc13)CCC2
  A = 5	B = 4	C = -1	D = -17	E = 6	F = -4	G = -3	H = 1	I = 1	J = 1714
CC1CN(c2ccc([N+](=O)[O-])c3cccnc23)CC(C)N1 (stereo unspecified)
  A = 3	B = 8	C = 32	D = 14	E = 0	F = -8	G = 14	H = 0.7	I = 0.9	J = 1482
O=C(C1CCN(c2nc3ccc(Br)cc3s2)CC1)N1CCC2(CC1)OCCO2
  A = -4	B = -3	C = -3	D = -8	E = -12	F = -4	G = -1	H = 1	I = 1	J = 1668
Cc1ccc(-n2nc(C)cc2NC(=O)COc2cc(C)cc3oc(=O)c4c(c23)CCC4)cc1
  A = 1	B = 1	C = 10	D = -10	E = -5	F = -3	G = -7	H = 0.9	I = 1.1	J = 1543

All compounds of this part (from the top)
Short keys: A = PPARg SRC3 recr; B = PPARg SRC-1 ag; C = bIAP inh; D = TNAP inh no acc; E = PPARg SRC2 recr; F = Efa HMGR inh; G = TNAP inh hiacc; H = bIAP act; I = TNAP act hiacc; J = TR-FRET SRC-2 ct
CCOC(=O)C1=C(N)OC2=C(C(=O)CC(C)(C)C2)C12C(=O)Nc1ccccc12 (stereo unspecified)
  A = 9	B = 0	C = -2	D = -7	E = -3	F = 1	G = 2	H = 1	I = 1	J = 1503
CN(C)C(=O)Oc1cc(=O)n2c3c(cccc13)CCC2
  A = 5	B = 4	C = -1	D = -17	E = 6	F = -4	G = -3	H = 1	I = 1	J = 1714
CC1CN(c2ccc([N+](=O)[O-])c3cccnc23)CC(C)N1 (stereo unspecified)
  A = 3	B = 8	C = 32	D = 14	E = 0	F = -8	G = 14	H = 0.7	I = 0.9	J = 1482
O=C(C1CCN(c2nc3ccc(Br)cc3s2)CC1)N1CCC2(CC1)OCCO2
  A = -4	B = -3	C = -3	D = -8	E = -12	F = -4	G = -1	H = 1	I = 1	J = 1668
Cc1ccc(-n2nc(C)cc2NC(=O)COc2cc(C)cc3oc(=O)c4c(c23)CCC4)cc1
  A = 1	B = 1	C = 10	D = -10	E = -5	F = -3	G = -7	H = 0.9	I = 1.1	J = 1543
COC(=O)C1C2c3ccccc3C(c3ccccc32)C1C(=O)OC (stereo unspecified)
  A = 2	B = 2	C = -12	D = -8	E = 14	F = -9	G = 0	H = 1.1	I = 1	J = 1749
Cc1c(N=Cc2c(O)n(CCc3ccccc3)c(=O)[nH]c2=O)c(=O)n(-c2ccccc2)n1C
  A = 15	B = 1	C = -11	D = 23	E = 0	F = -2	G = 2	H = 1.1	I = 1	J = 1443
COc1ccc(C2C(C(=O)N3CCC4(CC3)OCCO4)c3cc(OC)c(OC)cc3C(=O)N2C)cc1 (stereo unspecified)
  A = -3	B = -9	C = -5	D = -6	E = 6	F = -1	G = 2	H = 1	I = 1	J = 1450
COc1cccc(C(=O)C2CCCN(Cc3cccc4c3OCO4)C2)c1 (stereo unspecified)
  A = 2	B = -1	C = 6	D = -5	E = 0	F = 1	G = -2	H = 0.9	I = 1	J = 1603
N[C@@H](Cc1c[nH]c2ccccc12)c1nnc(SCc2ccccc2F)o1
  A = 2	B = 2	C = 1	D = -6	E = 0	F = -4	G = -2	H = 1	I = 1	J = 1407
CN1CC[C@]2(c3cccc(O)c3)Cc3nc4ccccc4cc3C[C@H]2C1
  A = -4	B = -8	C = -14	D = 1	E = 1	F = -2	G = 2	H = 1.1	I = 1	J = 1335
O=C1C2CCN(CC2)C1Cc1ccc(OCc2ccccc2)cc1 (stereo unspecified)
  A = -2	B = -5	C = -1	D = -14	E = -1	F = -3	G = -6	H = 1	I = 1.1	J = 1255
OCCN(CC#CC(O)(c1ccccc1)C1CCCC1)CCO (stereo unspecified)
  A = -3	B = 4	C = 7	D = -16	E = 13	F = -2	G = -11	H = 0.9	I = 1.1	J = 1594
CC(=O)OC1N=C(c2ccccc2)c2ccccc2NC1=O (stereo unspecified)
  A = 0	B = 1	C = 4	D = -9	E = -5	F = -8	G = -5	H = 1	I = 1.1	J = 1420
COc1ccc(C(=O)C2CCCN(Cc3ccsc3)C2)cc1OC (stereo unspecified)
  A = 5	B = 9	C = -8	D = -4	E = 8	F = -5	G = -5	H = 1.1	I = 1.1	J = 1676
COC(=O)C1C2c3ccccc3OC1(C)N=c1s/c(=C/c3cnn(C)c3)c(=O)n12 (stereo unspecified)
  A = -2	B = 3	C = 6	D = -11	E = 7	F = 4	G = -4	H = 0.9	I = 1	J = 1755
CCCCn1c(O)c(C(CC)=NCCCN(C)C)c(=O)[nH]c1=O
  A = -12	B = 2	C = -7	D = -8	E = 7	F = -1	G = -2	H = 1.1	I = 1	J = 1530
CCNc1nc2[nH]c(=O)c3c(c2s1)OC(N)=C(C#N)C3c1cccs1 (stereo unspecified)
  A = -3	B = 3	C = 5	D = -10	E = -2	F = -1	G = -3	H = 1	I = 1	J = 1479
CCC(C)C12CN3CCN(CC(C)(C3)C1O)C2 (stereo unspecified)
  A = 0	B = 4	C = -17	D = -4	E = -2	F = 0	G = -2	H = 1.2	I = 1	J = 1479
CN1C(=O)C(=Cc2ccc(N3CCCCCC3)o2)C(=O)N(C)C1=S
  A = 3	B = -4	C = 27	D = 38	E = 15	F = 1	G = 43	H = 0.7	I = 0.6	J = 1610
C=CCn1c(O)c(C(CC)=NC(C)c2ccccc2)c(=O)[nH]c1=O (stereo unspecified)
  A = 4	B = 6	C = 4	D = 15	E = 7	F = 2	G = -8	H = 1	I = 1.1	J = 1479
CC(=NCCN1CCCCC1)c1c(O)n(Cc2ccccc2)c(=O)[nH]c1=O
  A = 2	B = 1	C = -2	D = -7	E = -1	F = 0	G = -6	H = 1	I = 1.1	J = 1375
N=C1c2ccccc2CN1c1ncccn1
  A = 1	B = 0	C = 8	D = -11	E = 7	F = 1	G = 1	H = 0.9	I = 1	J = 1728
Cc1ccc(N2C(=O)NC(=O)/C(=C\c3ccoc3)C2=O)cc1
  A = 5	B = 1	C = -6	D = -16	E = 0	F = -1	G = 1	H = 1.1	I = 1	J = 1528
CCCN1CC(C)C(OC(C)=O)(c2ccccc2)CC1C (stereo unspecified)
  A = -2	B = 2	C = 0	D = -8	E = 10	F = -6	G = -2	H = 1	I = 1	J = 1588
C[C@@]1([C@@H](NP(=O)(c2ccccc2)c2ccccc2)c2ccccc2)C[C@H]1CCO
  A = -1	B = 4	C = 42	D = -12	E = 11	F = -7	G = -6	H = 0.6	I = 1.1	J = 1416
O=C(Nc1ccc2c(c1)OCO2)c1cn(Cc2ccc(F)cc2)nn1
  A = -1	B = -4	C = 14	D = -9	E = -2	F = -5	G = -3	H = 0.9	I = 1	J = 1471
COc1ccc(OC)c(CN2CCN(C(=O)COc3cccc(C)c3)CC2)c1
  A = 7	B = -3	C = -2	D = -6	E = -3	F = -4	G = -10	H = 1	I = 1.1	J = 1463
COc1ccc(N=C2SCCCN2C)cc1
  A = -7	B = -7	C = x	D = -8	E = 3	F = 1	G = 0	H = 0.2	I = 1	J = 1505
CCOc1ccc2c(c1)c(C(C)=O)c(C)n2Cc1ccco1
  A = 1	B = 6	C = -2	D = -9	E = 0	F = 1	G = -1	H = 1	I = 1	J = 1500
Cc1ccc2ccccc2c1NC(=O)CNC1CCCCC1
  A = 2	B = -7	C = -4	D = -9	E = 3	F = -2	G = -3	H = 1	I = 1	J = 1486
Cc1ccc(C2SCC(=O)Nc3c2c(=O)[nH]n3C2CCOC(C)(C)C2)cc1 (stereo unspecified)
  A = 8	B = 6	C = 9	D = -12	E = 1	F = 1	G = -1	H = 0.9	I = 1	J = 1559
Cc1occc1C(=O)N1CCC2(CC1)OCCO2
  A = -5	B = -2	C = 6	D = 0	E = -2	F = 0	G = -8	H = 0.9	I = 1.1	J = 1647
CN1C(=O)C(=Cc2ccccc2Oc2ccc(Cl)cc2)C(=O)N(C)C1=O
  A = 4	B = -7	C = 4	D = 1	E = 5	F = -7	G = 5	H = 1	I = 0.9	J = 1546
Cc1cc(C)cc(N2C(=O)NC(=O)/C(=C\c3cccn3-c3ccccc3)C2=O)c1
  A = -1	B = 2	C = -7	D = -5	E = 0	F = -1	G = 6	H = 1.1	I = 0.9	J = 1351
CCOc1cc(C=C2C(=O)NC(=O)NC2=O)ccc1OCC(=O)N1CCOCC1
  A = 2	B = 0	C = 19	D = -1	E = -2	F = -2	G = 0	H = 0.8	I = 1	J = 1543
Cc1ccc2c(c1)C1CN(C)CCC1N2C(=O)/C=C/c1ccc2c(c1)OCO2 (stereo unspecified)
  A = 2	B = -3	C = -19	D = -11	E = 10	F = -6	G = -3	H = 1.2	I = 1	J = 1715
Cc1cc(C=C2C(=O)NC(=O)NC2=O)c(C)n1-c1ccncc1
  A = 2	B = 6	C = -16	D = -5	E = 6	F = -3	G = 0	H = 1.2	I = 1	J = 1719
Cc1ccc(-n2c(C)nc3ccccc3c2=O)cc1C
  A = -2	B = -10	C = -4	D = -4	E = 0	F = 6	G = -5	H = 1	I = 1	J = 1416
O=C1NCN(c2ccccc2)C12CCNCC2
  A = -10	B = 0	C = -11	D = -2	E = -2	F = 2	G = -1	H = 1.1	I = 1	J = 1454
NCCc1ccc(O)cc1
  A = 4	B = -2	C = -14	D = -4	E = -3	F = 1	G = -2	H = 1.1	I = 1	J = 1566
COc1cc2c(C(=O)O)c(C)n(C)c2cc1Br
  A = -7	B = -3	C = -9	D = -8	E = 1	F = -1	G = -2	H = 1.1	I = 1	J = 1385

One compound at a time (already shown).
Entry for `Cc1ccc(-n2c(C)nc3ccccc3c2=O)cc1C` : PPARg SRC3 recr: -2; PPARg SRC-1 ag: -10; bIAP inh: -4; TNAP inh no acc: -4; PPARg SRC2 recr: 0; Efa HMGR inh: 6; TNAP inh hiacc: -5; bIAP act: 1; TNAP act hiacc: 1; TR-FRET SRC-2 ct: 1416
Entry for `Cc1cc(C)cc(N2C(=O)NC(=O)/C(=C\c3cccn3-c3ccccc3)C2=O)c1` : PPARg SRC3 recr: -1; PPARg SRC-1 ag: 2; bIAP inh: -7; TNAP inh no acc: -5; PPARg SRC2 recr: 0; Efa HMGR inh: -1; TNAP inh hiacc: 6; bIAP act: 1.1; TNAP act hiacc: 0.9; TR-FRET SRC-2 ct: 1351
